Source: PubChem (National Center for Advancing Translational Sciences (NCATS))
ELG1 genotox: genotoxicity induction in ELG1-luciferase HEK293T cells; HEK293T ELG1-luciferase reporter, luminescence, 16 h; Potency, µM (titrated, usually from 46 µM), for the others: at the highest dose activity change, positive = activation, most hits filed as activators; 1.3% of 330,000 active; AID 504466; also: potency is read from the fitted curve at half-maximal effect; % of control where 0% means no effect; nearly all actives have a fitted effect of over 60% in size
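HEK293T cells expressing luciferase-tagged ELG1 were treated with compound or DMSO for 16 hr at 37°C. Luciferase activity was then read after 30 min with ONE-Glo at room temperature; rising signal flags genetic stress.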
RORgamma inh: blocks mouse ROR gamma transcriptional activity. P51450. Drosophila S2 Gal4-RORgamma UAS-luciferase reporter, 20 h. Potency, µM (titrated, usually from 53.6 µM), inactives show top-dose activity change, negative = inhibition, usual class: inhibitors. 5.4% of 310,000 active; also: potency is read from the fitted curve at half-maximal effect; % is scaled to controls: 0 for no effect and ±100 for the full control effect; nearly all actives have a fitted effect of over 60% in size
Target sequence (P51450 whole entry, looked up, the tested form may be a part): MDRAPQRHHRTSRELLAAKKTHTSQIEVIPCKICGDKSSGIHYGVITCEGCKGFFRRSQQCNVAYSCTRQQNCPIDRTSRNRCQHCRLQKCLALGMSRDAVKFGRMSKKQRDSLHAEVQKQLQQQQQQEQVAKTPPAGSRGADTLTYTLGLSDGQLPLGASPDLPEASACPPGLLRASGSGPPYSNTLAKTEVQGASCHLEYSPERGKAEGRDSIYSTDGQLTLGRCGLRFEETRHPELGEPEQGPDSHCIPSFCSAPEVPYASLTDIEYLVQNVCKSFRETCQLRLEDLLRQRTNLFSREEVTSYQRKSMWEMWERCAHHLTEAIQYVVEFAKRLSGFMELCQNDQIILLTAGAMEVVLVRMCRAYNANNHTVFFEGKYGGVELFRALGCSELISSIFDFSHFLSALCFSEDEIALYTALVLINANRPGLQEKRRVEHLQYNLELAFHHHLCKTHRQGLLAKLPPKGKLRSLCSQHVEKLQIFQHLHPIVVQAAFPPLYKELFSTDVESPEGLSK
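Read-out: Photinus luciferase luminescence; inhibitors lower reporter signal. Insect Schneider cells with Gal4-ROR gamma fusion under metallothionein promoter, UAS reporter; 700 uM final copper sulfate induction, 20 hr, ambient temperature.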
NPC1 promoter act: activates the NPC1 promoter; AID 485313; 2.4% of 320,000 active; Potency, µM (highest dose often 9.22 µM), for the others: at the highest dose activation, actives largely listed as activators; Huh7 NPC1 promoter luciferase reporter, 24 h;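 also: potency is read from the fitted curve at half-maximal effect; % of control where 0% means no effect; nearly all actives have a fitted effect of over 60% in size; reporter is driven by a mutant NPC1 promoter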
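Luminescence read-out of NPC1 promoter-driven luciferase in stably transfected Huh7 cells; compounds delivered in DMSO and left 24 h at 37C, 5% CO2, qHTS titration format.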
BRCA1 expr act: BRCA1 expression activation. AID 624202. MCF7-BRCA1-FFLuc reporter, luminescence, 48 h; response scale: scaled: vehicle 0%, 10 µM genistein 100%. 1.1% of 380,000 active. Potency, µM (top dose mostly 46.1 µM), for inactives: at the highest dose activation, hits mostly activators; also: potency is read from the fitted curve at half-maximal effect; nearly all actives have a fitted effect of over 80% in size; some results filed as inactive show a strong effect at the top dose
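Reporter cells (MCF7, BRCA1 promoter-firefly luciferase) received library compounds across a concentration series for 48 h. End-point luminescence was measured and concentration-effect curves derived after normalization.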
Menin MLL FP TR: menin-MLL binding inhibition, Texas Red mutant peptide; Menin + Texas Red MLL mutant peptide, fluorescence polarization; Potency, µM (series often up to 61.6 µM), inactives show top-dose FP activity change, negative = inhibition, most hits filed as inhibitors; 0.23% of 270,000 active; active = well fitted inhibition curve with a large enough effect in the polarisation, with a control signal flat, not every such curve was filed as active; inconclusive = small, poorly fitted or top-dose-only effect, or effect the other way, or a change in a side signal; inactive = no such curve, though single readings can be large or run the other way; the % refers to the polarisation; also: potency is read from the fitted curve at half-maximal effect; % of control where 0% means no effect; many of its hits are not listed in these tables
PKM2 act: PKM2 (human) enzyme activation; P14618; purified PKM2, Kinase-Glo ATP luminescence, activation; response scale: 0% is enzyme alone, no compound; Potency, µM (top dose mostly 57.5 µM), for inactives: at the top dose activation, most hits filed as activators; 0.34% of 260,000 active; AID 1631; also: potency is read from the fitted curve at half-maximal effect; % is scaled to controls: 0 for no effect and ±100 for the full control effect; nearly all actives have a fitted effect of over 55% in size
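ATP formation by purified human PK-M2, quantified via coupled luciferase luminescence after 1 h at room temperature with 0.1 mM ADP and 0.5 mM PEP final.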
FLuc modulator: inhibits or activates purified firefly luciferase, miR-21 counter-screen. P08659. purified FLuc, Km substrates, luminescence inhibition. Potency, µM (doses to about 57.5 µM), for inactives: at the top dose activity change, negative = inhibition, hits mostly inhibitors. 6.9% of 360,000 active;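 also: potency is read from the fitted curve at half-maximal effect; plate controls were vehicle for no effect and reference inhibitor for full effect; nearly all actives have a fitted effect of over 55% in size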
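Purified P. pyralis luciferase (10nM final) with 10uM D-luciferin and 10uM ATP (Km levels) in 50mM Tris acetate pH 7.5, 10mM Mg acetate, 0.01% Tween-20, 0.05% BSA; qHTS 6-point titration, ~60 µM downward; luminescence read.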
VP16 counter: counter-screen for ROR gamma inhibitors: Gal4-VP16 reporter. Potency, µM (highest dose often 53.6 µM), without a hit: at the highest dose activity, negative = inhibition, hits mostly inhibitors. 3.5% of 310,000 active. Drosophila S2 Gal4-VP16 UAS-luciferase, luminescence, 20 h;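 also: Gal4-VP16 expression switched on by copper sulfate through the metallothionein promoter; potency is read from the fitted curve at half-maximal effect; % is scaled to controls: 0 for no effect and ±100 for the full control effect; nearly all actives have a fitted effect of over 50% in size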
p53 reactivator: re-activators of mutant p53; H1299 p53-A138V BP100-luciferase reporter, luminescence, 24 h; Potency, µM (series often up to 92.2 µM), for the others: at the highest dose activity change, positive = activation, most hits filed as activators; 0.063% of 320,000 active; AID 504706; also: potency is read from the fitted curve at half-maximal effect; % of control where 0% means no effect; nearly all actives have a fitted effect of over 45% in size
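p53-null H1299 cells stably carrying temperature-sensitive p53-A138V and a BP100-luciferase reporter were pinned with compounds (4-point, 1:5 series) and held 24 hrs at 37 deg C. Luminescence was read 10 min after detection reagent.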
Giardia killer: kills Giardia lamblia. Giardia lamblia trophozoite viability. activity change, % at 7.66 µM, hits read low. 0.15% of 340,000 active; in the data active = activity change below about -80%; inconclusive = between about -30% and that limit;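 also: parasites exposed to compound for two days anaerobically before the ATP read; % is scaled to controls: 0 for no effect and ±100 for the full control effect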
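Trophozoites 100 cells/well + cpd; 48 hrs, 37 deg C, anaerobic. ATPLite 1-Step added, 15-30 min RT, luminescence read (ATP-based viability).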
Rab9 prom act: activators of Rab9 promoter; Huh7 Rab9 promoter-luciferase reporter, luminescence, 24 h; Potency, µM (titrated, usually from 9.22 µM), for the others: top-dose activation, negative = inhibition, most hits filed as activators; 2.8% of 320,000 active; also: potency is read from the fitted curve at half-maximal effect; % of control where 0% means no effect; nearly all actives have a fitted effect of over 60% in size
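Luminescence from Amplite-detected luciferase (10 minutes, ambient) reports Rab9 promoter activation. Before that, stable Rab9-luciferase Huh7 cells (1500/well, reduced-serum OP-MEM I plus 10% FBS) were exposed to compound for 24 hours at 37C.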
An asterisk follows results filed as active; ? = inconclusive; · = no result given; [ ] = another dose, or the depositor's remark. Unless noted, calls follow the shape of the dose curve; as a rule, active = well fitted curve in the direction sought with a large enough effect; inconclusive = small, poorly fitted or top-dose-only effect, or another doubt; inactive = no such curve, though single readings can be large; an effect the other way counts as inactive or inconclusive.

Values in the order – ELG1 genotox | RORgamma inh | NPC1 promoter act | BRCA1 expr act | Menin MLL FP TR | PKM2 act | FLuc modulator | VP16 counter | p53 reactivator | Giardia killer | Rab9 prom act
Cc1noc(C)c1COc1cccc(C(=O)NC(C)(C)C)c1
→ 1% | 0% | 0% | -4% | 9% | -7% | 3% | 17% | 2% | -11 | -3%
CCCCCNC(=O)Cc1cc(=O)[nH]c(=O)[nH]1
→ -6% | 29% | 1% | 28% | 5% | -3% | 2% | 10% | 2% | -13 | -2%
N#CCc1nc(CSc2nc3ccccc3s2)cs1
→ 18µM* | 0% | 29% | ? | -13% | -4% | ? | -9% | ? | 15 | ?
CCOC(=O)CSc1nnc(NC(=O)c2cccc(S(=O)(=O)N3CCCCC3)c2)s1
→ -5% | -7% | -4% | 22% | -47% | 7% | -2% | 1% | 0% | 10 | -3%
Cc1ccc(SCC(=O)NN=C2CCN(C)CC2)cc1
→ -1% | -9% | 0% | 1% | 1% | -3% | -1% | 10% | 1% | -10 | -27%
Cc1ccccc1S(=O)(=O)N1[C@@H](c2ccc(F)cc2)C(C(=O)O)=CC[C@H]1c1ccc(Cl)cc1
→ -4% | · | 5% | 24% | · | · | 4% | · | 1% | ? | -3%
C=CCN(C(=O)CCS(=O)(=O)c1cccc2nsnc12)c1ccccc1
→ -7% | -23% | 0% | -13% | -7% | -1% | -2% | 1% | 2% | -6 | 3%
O=C(Nc1nccs1)c1ccc[nH]c1=O
→ 17% | -3%[1.91 µM] | 28% | ? | -18% | 2% | ? | 21% | · | ? | ?
COc1ccc(CCN(C)S(=O)(=O)c2ccc(Cl)nc2)cc1OC
→ -10% | 2% | -5% | -17% | 1% | 2% | 0% | -11% | 3% | -4 | 0%
CCc1cc(=O)oc2cc(C)cc(OCC(=O)NC3CCN(Cc4ccccc4)CC3)c12
→ -10% | -10% | -5% | 1% | -17% | 1%[0.46 µM] | 2% | -4% | -7% | ? | -5%
COc1cc2[nH]c(=S)n(C3CCCC3)c(=O)c2cc1OC
→ -8% | 4.5µM* | -3% | -22% | -15% | -12% | ? | 2.8µM* | 7% | -12 | 0%
CCCC(=O)NCn1nnc(-c2ccc(Cl)cc2)n1
→ 2% | 34% | -3% | -7% | 0% | 2% | -15% | 10% | 2% | 12 | 5%
NC(=O)C1CCCN(C(=O)CCCNC(=O)c2ccc(Cl)cc2)C1 (centres undefined)
→ 8% | -7% | -1% | 13% | · | · | -1% | 3% | 1% | 11 | 4%
COc1ccc(/C=C2\CCc3ccccc3C2=O)cc1Cn1nc(C)cc1C
→ 19% | ? | -10% | -65% | ? | 4% | 13µM* | ? | 4% | -8 | -2%
Cc1ccc(CNC(=O)c2ccc(NC(=O)C3=CSCCO3)cc2)cc1
→ 9% | 36% | 20% | 37% | · | · | -5% | 24% | 9% | -25 | -3%

Additional compounds follow.
Values in the order – ELG1 genotox | RORgamma inh | NPC1 promoter act | BRCA1 expr act | Menin MLL FP TR | PKM2 act | FLuc modulator | VP16 counter | p53 reactivator | Giardia killer | Rab9 prom act
COCC(=O)n1cc(C(=O)OC)c2ccccc21
→ 3% | -14% | 2% | -6% | 16% | 0% | -1% | -4% | -2% | -3 | 12%
N#CCCN1CCCc2cc(N=Nc3ccc(C(F)(F)F)cc3)ccc21
→ 11% | 4% | ? | -68%[inhibitor] | · | -6% | 13µM* | 6% | 6% | 3 | ?
O=S(=O)(c1ccc(NC(=S)NCc2ccncc2)cc1)N1CCCCC1
→ -8% | 30% | 1% | -32% | · | 23% | 2% | 7% | 4% | 3 | -2%
CC(/C=N/n1c(-c2n[nH]c3c2CCC3)n[nH]c1=S)=C\c1ccco1
→ 1% | 0% | -2% | -10% | · | 0% | -5% | -5% | -2% | 0 | -7%
O=C(CN1C(=O)c2cccc3cccc1c23)NC1CCCC1
→ 11% | -9% | -4% | 28% | 2% | · | -2% | 1% | -1% | 12 | -2%
COc1ccccc1-n1cnnc1SC(C)C(=O)Nc1ccc(NC(C)=O)cc1 (centres undefined)
→ -2% | 3% | -3% | -8% | -1% | 0% | 0% | -1% | 0% | 5 | 3%
O=C(COC(=O)C1CC2CCCC(C1)C2=O)NNC(=O)c1ccc([N+](=O)[O-])cc1 (centres undefined)
→ 2% | · | 0% | 0% | · | · | -1% | · | 3% | 3 | -3%
Cc1ccc(C)c(N2CCN(S(=O)(=O)c3c(C)noc3/C=C/N(C)C)CC2)c1
→ 0% | -5% | 0% | -35% | 5% | -2% | 5% | -3% | -1% | -3 | 1%

Filtered by structure: those above with four or more nitrogen atoms.
Values in the order – ELG1 genotox | RORgamma inh | NPC1 promoter act | BRCA1 expr act | Menin MLL FP TR | PKM2 act | FLuc modulator | VP16 counter | p53 reactivator | Giardia killer | Rab9 prom act
CCOC(=O)CSc1nnc(NC(=O)c2cccc(S(=O)(=O)N3CCCCC3)c2)s1
→ -5% | -7% | -4% | 22% | -47% | 7% | -2% | 1% | 0% | 10 | -3%
CCCC(=O)NCn1nnc(-c2ccc(Cl)cc2)n1
→ 2% | 34% | -3% | -7% | 0% | 2% | -15% | 10% | 2% | 12 | 5%
N#CCCN1CCCc2cc(N=Nc3ccc(C(F)(F)F)cc3)ccc21
→ 11% | 4% | ? | -68%[inhibitor] | · | -6% | 13µM* | 6% | 6% | 3 | ?
O=S(=O)(c1ccc(NC(=S)NCc2ccncc2)cc1)N1CCCCC1
→ -8% | 30% | 1% | -32% | · | 23% | 2% | 7% | 4% | 3 | -2%
CC(/C=N/n1c(-c2n[nH]c3c2CCC3)n[nH]c1=S)=C\c1ccco1
→ 1% | 0% | -2% | -10% | · | 0% | -5% | -5% | -2% | 0 | -7%
COc1ccccc1-n1cnnc1SC(C)C(=O)Nc1ccc(NC(C)=O)cc1 (centres undefined)
→ -2% | 3% | -3% | -8% | -1% | 0% | 0% | -1% | 0% | 5 | 3%
Cc1ccc(C)c(N2CCN(S(=O)(=O)c3c(C)noc3/C=C/N(C)C)CC2)c1
→ 0% | -5% | 0% | -35% | 5% | -2% | 5% | -3% | -1% | -3 | 1%

These rows are one share of the data; rates above refer to the full screens.
